MDM2 E3 inh – Mdm2 E3 ligase (human) inhibition | Q00987 | cell-based MDM2 ubiquitination luciferase reporter, 2 h; 0 = plate control, 100 = twice control, blank-subtracted | signal enhancement, % at 5 µM | actives 0.11% (n = 210,000) | AID 1230;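 active means signal enhancement of 30% or more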;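 further: luminescence tracks abundance of the self-degrading MDM2-luciferase fusion protein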
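System: stable MDM2–luciferase fusion reporter cells / Input: 2000 cells seeded into each well / Schedule: 4 h settle plus 2 h compound, 37 °C / Compound: single-point 5 µM / Buffer or medium: cells held in DMEM / Benchmarks: control and blank well means / Evaluation: percent signal gain over controls, blank-subtracted / Measured by: luciferase luminescence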
NPY Y1 blocker – antagonists of human neuropeptide Y receptor Y1; HEK293-CNG Y1 cells, membrane potential fluorescence; NPY at EC95, then isoproterenol; actives 1% (n = 200,000); AID 1040; inhibition, % at 3.6 µM; P25929;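 active means inhibition above the campaign mean inhibition of all tested compounds plus 3 SD, cut at about 20% in these data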;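 further: 0% = DMSO wells given NPY plus isoproterenol and 100% = isoproterenol alone without NPY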
Target sequence (P25929 whole entry, looked up): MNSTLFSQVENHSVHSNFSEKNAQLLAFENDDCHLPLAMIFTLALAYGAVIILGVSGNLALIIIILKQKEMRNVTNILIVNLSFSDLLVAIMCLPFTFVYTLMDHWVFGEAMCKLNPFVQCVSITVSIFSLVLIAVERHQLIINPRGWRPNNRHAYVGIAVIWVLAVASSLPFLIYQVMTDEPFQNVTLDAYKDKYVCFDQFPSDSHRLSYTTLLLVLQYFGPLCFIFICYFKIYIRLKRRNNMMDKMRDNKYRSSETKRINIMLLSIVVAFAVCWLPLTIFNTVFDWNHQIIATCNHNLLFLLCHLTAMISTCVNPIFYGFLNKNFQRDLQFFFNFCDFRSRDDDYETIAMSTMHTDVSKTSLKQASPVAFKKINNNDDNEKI
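Material: HEK293 cells co-expressing NPY Y1 receptor and cyclic-nucleotide gated channel. Timing: compound incubation 1 h at room temperature, readout 45 min post-stimulation. Signal: fluorescence, membrane potential probe.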
NPY2 pot ag – human NPY-Y2 potentiation or agonism, primary screen | actives 0.45% (n = 220,000) | P49146 | AID 1359 | cells expressing NPY-Y2, potentiator/agonist read-out | activation, % at 3.6 µM; in the data active means activation above about 27%;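 further: cells stimulated with NPY near EC25 plus isoproterenol at EC100; 0% = vehicle plus submaximal agonist and 100% = vehicle plus saturating agonist; some results beyond the cut were filed as inactive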
Target sequence (P49146 whole entry, looked up): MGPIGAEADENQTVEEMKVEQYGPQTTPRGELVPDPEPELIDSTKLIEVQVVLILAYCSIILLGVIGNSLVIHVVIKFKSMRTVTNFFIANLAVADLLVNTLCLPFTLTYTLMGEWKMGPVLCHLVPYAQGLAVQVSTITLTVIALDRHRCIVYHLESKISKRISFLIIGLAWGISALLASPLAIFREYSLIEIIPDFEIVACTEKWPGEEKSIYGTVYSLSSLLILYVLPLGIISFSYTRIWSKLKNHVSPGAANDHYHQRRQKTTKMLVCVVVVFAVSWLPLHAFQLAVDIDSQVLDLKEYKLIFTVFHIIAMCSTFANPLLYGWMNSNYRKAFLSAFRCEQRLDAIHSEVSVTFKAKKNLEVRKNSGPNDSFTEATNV
RBBP9 inhibitor – blocks human serine hydrolase RBBP9. O75884. actives 0.2% (n = 220,000). inhibition, % at 7.94 µM. recombinant RBBP9, FP-Rh probe fluorescence polarization;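 active means inhibition above the campaign mean of all tested compounds plus 3 SD, cut at about 14% in these data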;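 further: plate controls were DMSO wells with RBBP9 for no effect and wells lacking RBBP9 protein for full effect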
Target sequence (O75884 whole entry, looked up): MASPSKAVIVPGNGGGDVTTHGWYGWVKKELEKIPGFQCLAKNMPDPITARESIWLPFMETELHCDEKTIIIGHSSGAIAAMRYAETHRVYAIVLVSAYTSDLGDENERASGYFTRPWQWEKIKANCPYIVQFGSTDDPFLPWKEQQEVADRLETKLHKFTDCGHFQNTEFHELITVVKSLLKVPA
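Assay system: recombinant human RBBP9; Reagent: Serine-hydrolase probe FP-Rh, 375 nM pre-mixing; Doses: 7.94 µM single dose, 0.794% DMSO; Incubation: 30 min then 45 min, 25 °C; Detection: fluorescence polarization (mP), excitation 525 nm, emission 598 nm; Evaluation: percent inhibition from mP, scaled between DMSO and no-protein wells.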
NPY-Y1 PAM-ag – potentiators or agonists of human neuropeptide Y receptor Y1; P25929; NPY-Y1 expressing cells, potentiator/agonist activation; activation, % at 3.6 µM; actives 0.37% (n = 220,000); AID 1304; in the data active means activation above about 33%, passing the limit was not always enough;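 further: cells stimulated with NPY at EC10 then isoproterenol at EC100; 0% = low agonist plus stimulus and 100% = saturating agonist plus stimulus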
p97 inhibitor – blocks human p97 ATPase activity; P55072; recombinant p97 ATPase, Kinase-Glo ATP luminescence, 3 h; inhibition, % at 8 µM; actives 0.42% (n = 220,000); in the data active means inhibition above about 15%;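 further: 0% = DMSO vehicle and 100% = wells lacking enzyme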
Hck-Nef inh – inhibitors of human Hck kinase activated by Nef; Recombinant Hck-YEEI plus Nef, Z-Lyte FRET kinase assay; inhibition, % at 20 µM; actives 0.68% (n = 220,000); AID 463187;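 active means Hck-Nef kinase inhibition above about 50%, limit read from the data; inactive means inhibition below that limit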;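 further: 0% = DMSO with Hck plus Nef and 100% = Hck alone without Nef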
Runt-CBFb FRET – blocks binding of human RUNX1 Runt domain to CBFb; inhibition, % at 20 µM; AID 1496; actives 0.46% (n = 220,000); Cerulean-Runt/Venus-CBFb FRET ratio 530/480, 1 h; Q01196+Q13951;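 active means inhibition over about 50% at 20 µM in the single-dose screen, limit read from the data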;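 further: 0% = DMSO wells and 100% = excess unlabeled CBFb competitor control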
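Schedule: protein complex preformed 1 h, compound exposure 1 h, room temperature, dark; test system: Cerulean-labeled Runt domain protein; amount: 100 nM per protein; buffer or medium: Tris 50 mM pH 7.5, KCl, K2SO4, 0.01% BSA; read-out: loss of energy transfer signal; detection: FRET fluorescence; controls: 5 µM unlabeled CBFb as full-inhibition high control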
Runt-SMMHC FRET – Runt domain-CBFb-SMMHC interaction inhibition. inhibition, % at 20 µM. AID 1434. Cerulean-Runt/Venus-CBFb-SMMHC FRET ratio 530/480, 1 h. Q01196+Q13951. actives 0.74% (n = 220,000);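 active means mean inhibition across duplicate retests at 20 µM reaching about 50%, limit read from the data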;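 further: 0% = DMSO wells and 100% = wells with excess untagged CBFb-SMMHC; inhibitors lower the FRET ratio by blocking Runt binding to CBFb-SMMHC; some results filed as inactive read as strong as hits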
Starred values were filed as active, the others as inactive; / = not tested or not shown.

SMILES	MDM2 E3 inh	NPY Y1 blocker	NPY2 pot ag	RBBP9 inhibitor	NPY-Y1 PAM-ag	p97 inhibitor	Hck-Nef inh	Runt-CBFb FRET	Runt-SMMHC FRET
Cc1ccc(-n2c(N)c(S(=O)(=O)c3ccccc3)c3nc4ccccc4nc32)cc1	15	9	3	-9	6	-2	-6	/	3
C=CCNc1nc(NCCO)nc(N2CCCC2)n1	-22	5	25	2	6	2	6	2	-6
COC(=O)c1cc(-c2ccc(Cl)cc2)n[nH]1	-3	7	15	-9	9	3	20	2	3
CCN1C(=O)C(C(=O)Nc2ccc(OC)cc2)C2CC1(C)Oc1ccccc12 (configuration not stated)	4	9	0	-3	1	-3	8	0	-1
CC(OC(=O)c1ccc(NS(=O)(=O)c2cccs2)cc1)C(=O)N(C)C1CCCCC1 (configuration not stated)	-12	3	3	-9	22	-6	0	1	2
CCC(C)C(NC(=O)OC(C)(C)C)C(=O)NC(Cc1ccccc1)C(=O)OC (configuration not stated)	-13	4	-1	-1	0	-4	-1	-9	0
CCCCSc1nnc(-c2ccc(OC)cc2)n1C	1	-2	7	-7	-7	-1	8	-2	-5
CCOc1ccccc1C1C(C(=O)Nc2ccccc2OC)=C(C)Nc2nc(CCCO)nn21 (configuration not stated)	-8	/	/	/	/	/	0	2	0
CCOC(=O)c1c(C)c(C(=O)N2CCN(c3ccc(F)cc3)CC2)c(C)n1C	-6	6	17	2	1	-1	-10	-2	-2
CN=C1SC(CC(=O)Nc2sc(C)c(C)c2C(=O)OC)C(=O)N1C (configuration not stated)	-4	-3	-16	-1	13	-5	0	-4	-7
O=C(CSC1CCCCC1)Nc1nccs1	4	9	11	-10	2	6	2	-1	0
O=C(COc1ccc(Cl)cc1Cl)NC(=O)N1CCCCC1	-39	13	3	2	-16	-3	-2	0	2
CCOc1cccc(Nc2cc3n(c(=O)n2)CCc2cc(OC)c(OC)cc2-3)c1	14	14	-23	3	-37	-2	4	-3	4
CC1=C(C(=O)Nc2ccccn2)C(c2cn(C)nc2C)C2=C(CCCC2=O)N1 (configuration not stated)	-12	-4	7	-3	-4	3	2	10	34
CN(C)c1ncc(CN2CCC(CO)(CCCc3ccccc3)CC2)s1	-7	/	0	-9	-15	-1	27	1	3
O=C(Cn1cnc2c(nnn2-c2ccccc2)c1=O)N1CCC(Cc2ccccc2)CC1	-6	2	-3	6	-10	1	4	0	4
Cc1c(/C=N/Nc2nc3ccccc3[nH]2)c2ccccc2n1C	1	/	37	7	56*	24*	10	3	0
CCN(CC)C(=O)CSc1nnc(-c2cc(-c3ccc(Cl)cc3)nc3ccccc23)o1	17	-4	-10	4	8	1	17	-4	-5
CCC1(c2ccccc2)NC(=O)N(CC(=O)Nc2ccc3c(c2)OCO3)C1=O (configuration not stated)	-12	-5	17	-13	16	4	1	-1	2
CC(=O)OCc1c(C(F)(F)F)nn(C)c1Oc1ccccc1	-9	7	-19	5	7	1	0	3	4

The closing six entries of the part above are carried over, then new ones follow.
SMILES	MDM2 E3 inh	NPY Y1 blocker	NPY2 pot ag	RBBP9 inhibitor	NPY-Y1 PAM-ag	p97 inhibitor	Hck-Nef inh	Runt-CBFb FRET	Runt-SMMHC FRET
CN(C)c1ncc(CN2CCC(CO)(CCCc3ccccc3)CC2)s1	-7	/	0	-9	-15	-1	27	1	3
O=C(Cn1cnc2c(nnn2-c2ccccc2)c1=O)N1CCC(Cc2ccccc2)CC1	-6	2	-3	6	-10	1	4	0	4
Cc1c(/C=N/Nc2nc3ccccc3[nH]2)c2ccccc2n1C	1	/	37	7	56*	24*	10	3	0
CCN(CC)C(=O)CSc1nnc(-c2cc(-c3ccc(Cl)cc3)nc3ccccc23)o1	17	-4	-10	4	8	1	17	-4	-5
CCC1(c2ccccc2)NC(=O)N(CC(=O)Nc2ccc3c(c2)OCO3)C1=O (configuration not stated)	-12	-5	17	-13	16	4	1	-1	2
CC(=O)OCc1c(C(F)(F)F)nn(C)c1Oc1ccccc1	-9	7	-19	5	7	1	0	3	4
Cc1cc(NO)c(C(C)C)cc1N=O	-11	-1	9	-4	-5	5	-2	1	3
O=C(Nc1ccc(Cl)cc1)c1ccc(-n2cncn2)c([N+](=O)[O-])c1	4	6	2	4	-9	1	0	0	-4
Cc1ccc(NCc2ccccc2OCc2ccccc2F)cc1	-6	19	-3	7	-17	4	-10	0	-7
CCOC(=O)c1ccc(NC(=O)C2CCN(S(=O)(=O)c3ccccc3)CC2)cc1	/	-1	2	-1	-6	3	20	/	/
Cc1cc(=O)oc2cc(Oc3ccc(C(N)=O)cc3[N+](=O)[O-])ccc12	3	/	2	4	10	12	23	0	1
O=C(CCCCn1c(=O)c2ccccc2n(Cc2ccc(Cl)cc2)c1=O)NCc1ccco1	-1	9	-10	-3	-21	-1	1	1	-2
CCOC(=O)c1cnc(SC)nc1Oc1cccc(NS(=O)(=O)c2ccccc2)c1	-12	-2	5	-9	14	0	2	-1	2
COc1ccccc1NC(=O)Cc1noc(CSc2nnc(C)s2)n1	-10	5	-15	-4	17	-4	-1	-3	2
CCN(c1ccc(NC(=O)CCNC(=O)c2ccco2)cc1)C(C)C	-1	4	6	-8	6	3	6	2	16
Cc1ccc(-c2nn(-c3ccccc3)cc2CNCc2ccccc2)cc1	-9	9	-16	4	-7	1	-3	0	3
COc1ccc(N=Cc2[nH]c3ccccc3c2O)cc1	-14	3	8	-7	14	4	27	24	13
CC(C)OCCCn1c(=NC(=O)c2cccs2)c(C#N)cc2c(=O)n3ccccc3nc21	0	/	-8	-6	0	-5	23	77*	81*
O=C(Nc1ccc2c(c1)nc1n2CCN(Cc2ccccc2)C1)NC1CCCCC1	-6	-3	3	-9	-13	0	-20	0	5
O=C(CSc1nnc(-c2ccco2)n1Cc1ccco1)NCc1cccs1	-14	5	-15	-7	-28	4	2	3	0
CC(=O)NC1C(=O)N(C)c2ccc(Br)cc21 (configuration not stated)	3	3	-4	-7	-9	5	1	2	6
O=C(c1ccccc1)N1CCN(c2ccc([N+](=O)[O-])cc2-n2cccc2)CC1	-3	/	1	14*	4	2	21	0	-2
Cc1ccc2c(c1)nnn2C1CCN(C(=O)NCc2ccccc2)CC1	-20	-4	3	3	-2	1	-8	-2	-7
CCOC(=O)c1ccc2nc(NC(=O)c3ccco3)sc2c1	-63	-5	3	-4	-10	-11	2	0	-1
O=c1c2c(nc3n1CCCCC3)-c1ccccc1CC21CCCC1	-15	5	-7	-6	-13	0	3	0	1
CCC(CC)NC(=O)Cc1ccc(F)cc1	-2	1	-12	2	-3	1	-61	2	0

For reference, part of the list above.
SMILES	MDM2 E3 inh	NPY Y1 blocker	NPY2 pot ag	RBBP9 inhibitor	NPY-Y1 PAM-ag	p97 inhibitor	Hck-Nef inh	Runt-CBFb FRET	Runt-SMMHC FRET
Cc1cc(NO)c(C(C)C)cc1N=O	-11	-1	9	-4	-5	5	-2	1	3
O=C(Nc1ccc(Cl)cc1)c1ccc(-n2cncn2)c([N+](=O)[O-])c1	4	6	2	4	-9	1	0	0	-4
Cc1ccc(NCc2ccccc2OCc2ccccc2F)cc1	-6	19	-3	7	-17	4	-10	0	-7
CCOC(=O)c1ccc(NC(=O)C2CCN(S(=O)(=O)c3ccccc3)CC2)cc1	/	-1	2	-1	-6	3	20	/	/
Cc1cc(=O)oc2cc(Oc3ccc(C(N)=O)cc3[N+](=O)[O-])ccc12	3	/	2	4	10	12	23	0	1
O=C(CCCCn1c(=O)c2ccccc2n(Cc2ccc(Cl)cc2)c1=O)NCc1ccco1	-1	9	-10	-3	-21	-1	1	1	-2

Continuation:
SMILES	MDM2 E3 inh	NPY Y1 blocker	NPY2 pot ag	RBBP9 inhibitor	NPY-Y1 PAM-ag	p97 inhibitor	Hck-Nef inh	Runt-CBFb FRET	Runt-SMMHC FRET
NC(=S)N/N=C/c1ccc(Br)o1	-14	2	0	-6	8	8	20	15	3
Cc1ccc(NC(=O)CSc2nnc(C)n2CC2CCCO2)cc1 (configuration not stated)	1	-2	2	-2	9	4	-11	1	-1
COc1ccc(/C=N/NC(=S)Nc2cc(C(F)(F)F)ccc2Cl)cc1	-5	/	-8	-2	-35	-2	11	3	0
O=C(CCC1N=C2c3ccccc3N=C(SCc3ccc(F)cc3)N2C1=O)NCc1ccco1 (configuration not stated)	2	1	12	-8	11	6	1	2	5
O=C(Nc1cccc2ncccc12)c1ccc(-c2ccc(Br)cc2)o1	-6	9	-34	-3	13	1	1	25	15
CCCc1nc2c(sc3nc4c(cc32)COC(C)(C)C4)c(=O)n1CCN(C)C	-21	5	-19	-6	19	3	19	-3	-2
N#Cc1c(-c2ccco2)cc(-c2cccnc2)nc1N	7	-7	-21	0	20	5	38	-35	-106
Cc1nc(SCC(=O)N2CC(=O)Nc3ccccc32)c2c(C)c(C)sc2n1	-17	-5	0	-8	-2	-2	0	1	-1
Cc1c(CN(C)C(=O)CSc2nc(-c3ccco3)cc(C(F)(F)F)n2)cnn1C	-23	0	10	-1	0	-6	1	-4	2
CC(=O)c1cccc(S(=O)(=O)NCC(c2ccco2)N2CCCCC2)c1 (configuration not stated)	-16	-8	-3	-8	2	1	1	1	-9

Screens: PubChem, several laboratories
